M1 ag – agonists of human M1 muscarinic receptor | CHO-K1 hM1, Fluo-8 calcium fluorescence, agonist mode; 0% DMSO, 100% acetylcholine EC100 | hit rate 0.33% among 360,000 | activation, % at 3 µM;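 active = activation above the run's mean compound activation plus 3 SD, cut at about 16% in these data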;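 also: peak over basal fluorescence ratio within a 140 s kinetic read after compound addition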
CHRM4 antagonist – blocks acetylcholine activation of human M4 receptor | P08173 | CHO-hM4 cells, ACh EC80, Fluo-8 calcium fluorescence | inhibition, % at 3 µM | hit rate 0.73% among 360,000 | AID 624125;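 active = inhibition above its plate's cutoff, the mean inhibition of sample wells plus 3 SD, cut at about 27% in these data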;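 also: 0% = acetylcholine EC80 with DMSO and 100% = DMSO without agonist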
Target sequence (P08173 whole entry, looked up): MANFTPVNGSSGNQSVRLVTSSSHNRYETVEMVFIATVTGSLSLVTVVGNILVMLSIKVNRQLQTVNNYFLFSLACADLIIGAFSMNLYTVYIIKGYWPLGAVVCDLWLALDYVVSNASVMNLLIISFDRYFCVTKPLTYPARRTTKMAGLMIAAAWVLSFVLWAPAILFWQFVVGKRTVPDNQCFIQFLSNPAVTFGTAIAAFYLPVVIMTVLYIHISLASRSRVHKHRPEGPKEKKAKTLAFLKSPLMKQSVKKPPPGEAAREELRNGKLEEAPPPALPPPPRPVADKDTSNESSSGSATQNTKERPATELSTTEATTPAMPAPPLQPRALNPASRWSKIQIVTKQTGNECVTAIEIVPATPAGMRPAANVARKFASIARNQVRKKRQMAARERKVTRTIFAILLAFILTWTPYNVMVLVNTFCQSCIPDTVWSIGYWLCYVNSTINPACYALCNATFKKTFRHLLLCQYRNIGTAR
M5 ag – agonists of human muscarinic M5 receptor (CHRM5) | CHO-K1 hM5 cells, Fluo-8 calcium fluorescence; 0% DMSO wells, 100% maximal acetylcholine response | AID 624037 | hit rate 0.19% among 360,000 | activation, % at 3 µM;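 active = activation above the run's mean over test compounds plus 3 SD, cut at about 23% in these data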;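 also: signal is peak over basal fluorescence ratio across the kinetic read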
CHRM1 PAM – potentiates human M1 receptor response to acetylcholine; activation, % at 3 µM; AID 588819; CHO-K1 hM1, Fluo-8 calcium fluorescence, ACh EC20; 0% = ACh EC20, 100% = maximal ACh; hit rate 0.088% among 360,000; in the data active = activation above about 19%, passing the limit was not always enough
CHRM1 antagonist – antagonists of human M1 muscarinic receptor. CHO-K1 hM1, Fluo-8 calcium fluorescence, ACh EC80 antagonist. inhibition, % at 3 µM. hit rate 1.3% among 360,000. AID 588852;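 active = percent inhibition above its own plate's cutoff, namely the mean of that plate's compound wells plus 3 SD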;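 also: peak over basal fluorescence ratio during 140 s after agonist addition; 0% = ACh EC80 plus DMSO and 100% = DMSO alone without agonist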
M4 ag – CHRM4 agonism in calcium assay | P08173 | CHO-K1 hM4/Gqi5, Fluo-8 calcium fluorescence; vehicle 0%, full acetylcholine response 100% | activation, % at 3 µM | hit rate 0.14% among 360,000 | AID 624127;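 active = activation above the run mean over all test wells plus 3 SD, cut at about 32% in these data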;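 also: peak over basal fluorescence ratio per well then scaled between controls; 0% = DMSO wells and 100% = acetylcholine at EC100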
CHRM5 PAM – CHRM5 positive allosteric modulation | P08912 | CHO-K1 hM5, Fluo-8 calcium, ACh EC20 PAM; 0% = ACh EC20, 100% = ACh EC100 | activation, % at 3 µM | hit rate 0.3% among 360,000;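 active = activation above the run cutoff, the mean activation of all test compounds plus 3 SD, cut at about 18% in these data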
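System – CHO-K1 hM5 cells · Compound – 3 µM, single dose · Incubation – compound preincubation 140 s before EC20 acetylcholine addition · Technique – Fluo-8 calcium fluorescence · Measure – Max/basal fluorescence ratio as % of EC20–EC100 ACh window · Benchmarks – low control EC20 acetylcholine (0%), high control EC100 acetylcholine (100%) · Replication – singlicate, one well per test compound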
TAAR1 agonist – agonists of human TAAR1; CHO RD-HGA16 TAAR1, Fluo-8 calcium fluorescence; vehicle wells 0%, saturating PEA agonist 100%; AID 624467; activation, % at 3 µM; Q96RJ0; hit rate 0.99% among 360,000;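 active = activation above the mean activation of all test compounds in the run plus 3 SD, cut at about 38% in these data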
Target sequence (Q96RJ0 whole entry, looked up): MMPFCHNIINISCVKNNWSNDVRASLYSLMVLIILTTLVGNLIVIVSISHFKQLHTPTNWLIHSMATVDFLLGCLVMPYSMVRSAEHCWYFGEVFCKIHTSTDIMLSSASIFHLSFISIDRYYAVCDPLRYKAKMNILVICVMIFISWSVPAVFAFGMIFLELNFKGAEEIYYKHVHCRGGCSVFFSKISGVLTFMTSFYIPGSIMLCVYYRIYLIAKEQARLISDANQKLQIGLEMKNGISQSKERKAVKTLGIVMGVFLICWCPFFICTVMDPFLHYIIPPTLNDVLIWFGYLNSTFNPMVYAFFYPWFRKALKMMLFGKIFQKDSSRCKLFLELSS
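System: CHO-derived RD-HGA16 cells with stable Gα16 and human TAAR1. Times: 17-24 h plating, Fluo-8 75 min 37 °C, 30 min RT. Measured by: calcium-sensitive Fluo-8 signal, excitation 470-495, emission 515-575 nm. Read-out basis: % activation relative to PEA EC100 response. Control set: DMSO and PEA EC100. Repeats: no replicates (n 1).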
CHRM5 antagonist – blocks acetylcholine activation of human M5 receptor; P08912; hit rate 0.59% among 360,000; inhibition, % at 3 µM; CHO-hM5 cells, Fluo-8 calcium fluorescence, ACh EC80;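 active = inhibition above a per-plate cutoff, the mean of that plate's test compounds plus 3 SD, cut at about 27% in these data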;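 also: 0% = acetylcholine EC80 with DMSO and 100% = DMSO without agonist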
* = called active by the depositor; · = no result given.

cpd	SMILES	TAAR1 agonist	M1 ag	CHRM1 PAM	M5 ag	M4 ag	CHRM5 antagonist	CHRM4 antagonist	CHRM1 antagonist	CHRM5 PAM
1	O=C(NC1CCOC1=O)OCc1ccccc1 (stereo not drawn)	1	-1	4	1	0	3	-5	7	-4
2	COc1ccc(S(=O)(=O)N2CCN(CC(=O)NC(Cc3ccccc3)C(C)=O)CC2)cc1 (stereo not drawn)	8	-3	2	3	2	5	15	-5	-2
3	O=C(NCCCCCCNC(=O)OCc1ccccc1)OCc1ccccc1	10	-2	-7	-2	-2	4	6	4	1
4	CC(=O)Nc1ccc(OC(F)(F)Cl)cc1	3	0	-1	0	1	-5	-4	5	6
5	CCN(CC(=O)NCc1ccc(F)cc1)C(=O)c1ccc(Cl)cc1	-2	-8	9	-2	1	-9	7	-12	8
6	CCOc1ccc(N2C(=O)Nc3ccccc3C2(O)C(=O)NCc2ccc(C)cc2)cc1 (stereo not drawn)	1	-3	1	0	15	9	6	17	-15
7	O=C(COCc1cc(-c2ccco2)on1)NC1CCCCC1	0	-3	-7	-5	1	15	7	9	-8
8	O=C(c1cnccn1)N1CCc2c([nH]c3ccccc23)C1c1cccc(Cl)c1 (stereo not drawn)	6	-9	4	0	3	-8	-2	0	-1
9	C=CCOc1ccccc1CNc1ccc2c(c1)OCCO2	·	-7	5	-4	0	9	4	-8	-1
10	Oc1ccc(C[C@H]2CNC(=S)N2CC2CCCN2C[C@H](Cc2ccc(O)cc2)N2C[C@H](Cc3ccc(O)cc3)N(CC3CCCCC3)C2=S)cc1 (stereo partly drawn)	0	1	7	-1	1	3	-9	-6	-5
11	Cc1ccc(C(=O)N[C@H](C(=O)OCC(=O)NC2CCS(=O)(=O)C2)C(C)C)cc1 (stereo partly drawn)	1	-6	-4	1	0	0	5	6	-3
12	Cc1nc(CCNC(=O)Cc2ccc(F)cc2)cs1	0	0	4	1	0	1	-17	-11	-4
13	COC(=O)c1ccccc1NC(=O)Cn1nc(C(F)(F)F)c2c1CCC2	7	-3	4	-2	-1	5	2	-1	-3
14	CSc1cccc(NC(=S)N2CCC(N(C)C3CCCC3)CC2)c1	1	-5	-10	-15	1	-9	4	17	2
15	Nc1ncnc(Nc2ccccn2)c1[N+](=O)[O-]	6	-5	7	0	1	-5	0	1	8
16	COC(=O)Cc1csc(Nc2ccccc2)n1	0	-5	10	0	0	-1	3	-13	0
17	Cc1cccc(Nc2ccc(C(=O)N3CCOCC3)cn2)c1	3	-7	14	1	1	-3	2	-15	7
18	O=C(O)c1cccc(N2C(=O)c3cccc4cccc(c34)C2=O)c1	2	-3	6	4	0	5	-1	-5	4
19	O=C(CSc1nc2[nH]ncc2c(=O)[nH]1)Nc1cc(C(F)(F)F)ccc1Cl	2	0	5	1	2	11	4	-10	-5
20	N#CC1=C(O)C(c2ccccc2)n2c1nc(=O)c1ccccc12 (stereo not drawn)	-1	0	15	3	0	-1	-1	-16	-1
21	Cc1ccccc1NC(=O)Cc1nc(COC(=O)c2ccc(S(C)(=O)=O)c([N+](=O)[O-])c2)cs1	·	-5	-26	1	20	18	21	34*	-24
22	O=C(CCN1CCc2ccccc2C1)Nc1ccc(F)cc1	12	-6	9	1	1	4	-10	-4	-1
23	Cc1cc2oc(C(=O)Nc3ccc(S(=O)(=O)Nc4onc(C)c4C)cc3)cc(=O)c2cc1Cl	3	-1	14	1	0	7	-1	-20	-4
24	Cc1nc2ccc(NC(=O)C3CCN(S(=O)(=O)c4cccs4)CC3)cc2s1	41*	0	0	7	12	2	-3	5	-8
25	O=c1onc(-c2ccc(Cl)cc2Cl)n1-c1cccnc1	1	-2	15	-2	0	9	-10	-19	1
26	O=C(CCn1cnc2ccccc2c1=O)Nc1nc(-c2ccc(Br)cc2)cs1	6	-3	-4	-2	0	4	-1	4	-5
27	O=C(CCc1nc2ccccc2c(=O)[nH]1)Nc1cc(Cl)ccc1N1CCCCC1	-2	-4	-9	-5	-1	-3	0	19	4
28	O=c1ccc(-c2nc3cc(Cl)ccc3n2Cc2ccccc2)c[nH]1	11	-3	2	2	4	-13	-4	1	-1
29	Cc1nc(N)c(C#N)c(-c2ccccc2Cl)c1C	73*	4	10	11	2	-4	-1	-6	0
30	CCN1CCc2c(sc(NC(=S)NC(=O)c3ccccc3)c2C#N)C1	5	-5	18	-1	2	-12	-2	-43	-4
31	CCCCN1C(=O)C(CC(=O)NCc2cccs2)CC(C(=O)N2CCCCCC2)=C1C (stereo not drawn)	0	·	·	-1	0	-9	-5	·	-3
32	O=C(O)c1ccc2c(=O)n3c(nc2c1)/C(=C/c1ccccc1C(F)(F)F)CCCC3	-2	-1	-1	-2	1	0	2	6	0
33	COc1ccc([N+](=O)[O-])cc1NC(=O)C1CCCN1S(=O)(=O)c1cccs1 (stereo not drawn)	0	-5	7	0	3	3	2	-11	-1
34	O=C(OCCCN=C1NS(=O)(=O)c2ccccc21)c1cccs1	3	-5	5	-1	1	2	0	-7	-3
35	COc1ccc(-c2nc(CCNC(=O)c3cccs3)cs2)cc1	2	-1	-8	3	15	6	-10	-1	-10
36	COCCn1c(N)c(N(Cc2ccccc2)C(=O)C2CCCCC2)c(=O)[nH]c1=O	1	0	9	3	0	9	-5	-14	2
37	N#Cc1ccccc1S(=O)(=O)N1CCN(C(=O)C2CCCC2)CC1	-1	-6	7	-6	0	0	-11	-15	-1
38	COc1ccc(C(C)C)cc1S(=O)(=O)Nc1cccnc1	1	-3	3	-1	1	4	-4	-7	-5
39	CCOC(=O)C1=C(C)N(C[C@@H]2CC[C@@H](Cc3ccc(-c4ccccc4)cc3)O2)C(=O)NC1c1ccc(C(F)(F)F)cc1 (stereo partly drawn)	-1	-2	10	1	0	-9	-5	-11	3
40	COc1ccc(NC(=O)C2CCCN(S(C)(=O)=O)C2)cc1Cl (stereo not drawn)	-1	-3	1	0	1	4	10	-7	-9
41	CC1(C(=O)N2Cc3ccccc3C2)CCN1C(=O)C1(c2ccc(Cl)cc2)CC1 (stereo not drawn)	0	-3	11	2	2	3	-12	-19	-2
42	CCCNC(=O)C1(C)CCCN(C(=O)Cc2ccc(OC)c(OC)c2)C1 (stereo not drawn)	2	-3	-2	0	1	-9	-5	1	8
43	CC(C)(C)NC(=O)C1c2ccccc2Oc2ccccc21	0	-2	-7	2	0	-20	-4	17	4
44	Cc1c(C(=O)OCC(=O)NC2CCCCC2)oc2ccccc12	23	-7	6	0	1	0	-1	-14	1
45	COc1ccc(/C=C/C(=O)Nc2ccc(-c3nnc4n3CCCCC4)cc2)c(OC)c1	1	-4	-2	3	0	9	5	7	-7
46	COCn1c(-c2ccccc2)nc2ccccc21	1	-5	6	-4	1	-12	-3	-7	3
47	CCN(CC)c1ccc(/C=N/NC(=O)Nc2ccccc2)cc1	17	-3	5	-5	-1	-3	-15	-8	-6
48	CCC(C)(C)NC(=O)CN(Cc1ccccc1Cl)C(=O)CCC(=O)Nc1cc(C)ccn1	6	-2	7	2	3	8	-3	-3	9
49	CCN1C(=O)c2cccc3c(S(=O)(=O)NCCc4c[nH]c5ccccc45)ccc1c23	19	-2	2	4	16	1	-10	6	-3
50	Cc1cccc(C(=O)N2CCC[C@H]2C(=O)N2CCC[C@H]2C(=O)NCc2ccncc2)c1	4	·	·	3	0	-8	-9	·	4
51	Fc1ccc(Br)cc1C1C=C(c2ccc(Br)s2)Nc2ncnn21 (stereo not drawn)	·	3	6	2	1	-3	6	-4	1
52	CC(=O)OCC(=O)C1(O)CCC2C3CCC4=CC(=O)CCC4(C)C3(Cl)C(O)CC21C (stereo not drawn)	2	-6	-7	-3	2	12	5	12	1
53	COc1ccc(-c2ccc(-c3noc(C4CCCCC4)n3)c(OC)n2)cc1	4	-4	10	-1	0	0	0	-9	0
54	O=C(N/N=C/c1cc2c(cc1Br)OCO2)c1ccccn1	-1	-3	8	-5	1	8	-14	-8	-4
55	Cc1nc2ccc([N+](=O)[O-])cc2c(=O)n1Cc1ccc(F)cc1	3	-4	-1	-2	6	4	-6	-7	-6
56	O=C(CC1SC(N2CCCCC2)=NC1=O)Nc1ccc(C(=O)Nc2ccccc2)cc1 (stereo not drawn)	1	-5	-2	-2	1	-6	10	6	3
57	Cn1cccc1Cc1nnc(SCC(=O)Nc2cccc(F)c2)n1-c1ccc(F)cc1	0	-3	-10	0	2	9	3	3	-5

In another format: entries from further up
#46 COCn1c(-c2ccccc2)nc2ccccc21
#47 CCN(CC)c1ccc(/C=N/NC(=O)Nc2ccccc2)cc1
#48 CCC(C)(C)NC(=O)CN(Cc1ccccc1Cl)C(=O)CCC(=O)Nc1cc(C)ccn1
#49 CCN1C(=O)c2cccc3c(S(=O)(=O)NCCc4c[nH]c5ccccc45)ccc1c23
#50 Cc1cccc(C(=O)N2CCC[C@H]2C(=O)N2CCC[C@H]2C(=O)NCc2ccncc2)c1
#51 Fc1ccc(Br)cc1C1C=C(c2ccc(Br)s2)Nc2ncnn21 (stereo not drawn)
#52 CC(=O)OCC(=O)C1(O)CCC2C3CCC4=CC(=O)CCC4(C)C3(Cl)C(O)CC21C (stereo not drawn)

assay / entry | 46 | 47 | 48 | 49 | 50 | 51 | 52
TAAR1 agonist | 1 | 17 | 6 | 19 | 4 | · | 2
M1 ag | -5 | -3 | -2 | -2 | · | 3 | -6
CHRM1 PAM | 6 | 5 | 7 | 2 | · | 6 | -7
M5 ag | -4 | -5 | 2 | 4 | 3 | 2 | -3
M4 ag | 1 | -1 | 3 | 16 | 0 | 1 | 2
CHRM5 antagonist | -12 | -3 | 8 | 1 | -8 | -3 | 12
CHRM4 antagonist | -3 | -15 | -3 | -10 | -9 | 6 | 5
CHRM1 antagonist | -7 | -8 | -3 | 6 | · | -4 | 12
CHRM5 PAM | 3 | -6 | 9 | -3 | 4 | 1 | 1

#53 COc1ccc(-c2ccc(-c3noc(C4CCCCC4)n3)c(OC)n2)cc1
#54 O=C(N/N=C/c1cc2c(cc1Br)OCO2)c1ccccn1
#55 Cc1nc2ccc([N+](=O)[O-])cc2c(=O)n1Cc1ccc(F)cc1
#56 O=C(CC1SC(N2CCCCC2)=NC1=O)Nc1ccc(C(=O)Nc2ccccc2)cc1 (stereo not drawn)
#57 Cn1cccc1Cc1nnc(SCC(=O)Nc2cccc(F)c2)n1-c1ccc(F)cc1

assay / entry | 53 | 54 | 55 | 56 | 57
TAAR1 agonist | 4 | -1 | 3 | 1 | 0
M1 ag | -4 | -3 | -4 | -5 | -3
CHRM1 PAM | 10 | 8 | -1 | -2 | -10
M5 ag | -1 | -5 | -2 | -2 | 0
M4 ag | 0 | 1 | 6 | 1 | 2
CHRM5 antagonist | 0 | 8 | 4 | -6 | 9
CHRM4 antagonist | 0 | -14 | -6 | 10 | 3
CHRM1 antagonist | -9 | -8 | -7 | 6 | 3
CHRM5 PAM | 0 | -4 | -6 | 3 | -5

Screens deposited in PubChem by The Scripps Research Institute Molecular Screening Center.

An excerpt; the hit share may differ from the screen's.
